KB-3-1 cytotox: KB-3-1 parental cell cytotoxicity | KB-3-1 viability, CellTiter-Glo ATP luminescence, 72 h | Potency, µM (highest dose often 46.1 µM), without a hit: at the highest dose activity change, negative = cytotoxic, usual class: cytotoxic | AID 1347075 | actives 1.4% (n = 400,000); further: potency means the concentration at half of the fitted maximal effect; on the % scale 0 is the no-effect control and ±100 the full control effect; nearly all actives have a fitted effect of over 60% in size
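Multi-concentration cytotoxicity screen in KB-3-1 cells grown in DMEM lacking phenol red with 10% FBS. After 72 h at 37 °C with compound, ATP-dependent luminescence was recorded.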
HT1080NT lethal: kills 2HG-producing HT-1080-NT fibrosarcoma cells. AID 686970. actives 1.6% (n = 360,000). Potency, µM (highest dose often 46.1 µM), without a hit: at the top dose activity, negative = less viability, most hits filed as cytotoxic. HT-1080-NT fibrosarcoma viability, CellTiter-Glo ATP luminescence, 48 h;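 further: NT is the 2HG producing partner of a matched IDH1 knockdown line; potency means the concentration at half of the fitted maximal effect; 0% = DMSO-treated cells and -100% = media-only wells without cells; nearly all actives have a fitted effect of over 55% in size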
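750 cells/well, RPMI + 5% FBS; 2 h settle, compound pin-transfer, 48 h at 37 degrees C. CellTiter-Glo 10 min RT, luminescence. Normalized to DMSO and media-only wells.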
IL-1B inflam inh: blocks inflammasome-driven IL-1 beta release; THP-1 LPS/ATP IL-1B secretion, AlphaLISA, 16 h; active compounds read low; activity change, % at 57.5 µM; actives 4.7% (n = 360,000); in the data active means activity change below about -50%; inconclusive means mostly about -30% to -49%; further: on the % scale 0 is the no-effect control and ±100 the full control effect
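Secreted IL-1B measured by AlphaLISA bead assay after 16 h compound exposure of THP-1 cells; compounds (final up to 57.5 uM) added 1 h before LPS (250 ng/mL) and ATP (1.25 mM) stimulation; lower signal means less secretion.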
SW480 rereplic: DNA re-replication induction in SW480 cells; actives 1.8% (n = 340,000); SW480 DNA re-replication, Hoechst DNA content imaging, 48 h; Potency, µM (top dose mostly 46.1 µM), without a hit: at the top dose re-replication activation, actives largely listed as activators; further: potency means the concentration at half of the fitted maximal effect; % of control where 0% means no effect; nearly all actives have a fitted effect of over 55% in size
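Readout is total intensity of Hoechst-stained nuclei, excited at 405 nm and collected at 500-530 nm. Compound treatment lasted 48 hr at 37 C in 5% CO2 before staining.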
HT1080 IDH1KD tx: toxicity to HT-1080 IDH1 knockdown cells (counter line); HT-1080 IDH1 knockdown viability, ATP luminescence, 48 h; Potency, µM (titrated, usually from 46.1 µM), for inactives: top-dose activity, negative = toxicity, usual class: cytotoxic; actives 2% (n = 360,000); AID 686971;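 further: potency means the concentration at half of the fitted maximal effect; 0% = DMSO wells and -100% = cell-free medium wells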
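Using the IDH1-knockdown HT-1080 line run in the same batch and compound series as the NT line, viability after 48 h at 37 °C was determined by CellTiter-Glo luminescence and expressed as % activity.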
DRD3 agonist: agonists of human D3 dopamine receptor. D3R DiscoveRx beta-arrestin cells, luminescence, 90 min. max activation, %. actives 0.58% (n = 410,000); in the data active means max activation above about 30%; further: 0% is about no effect; mostly tested at two doses, the higher about 12 µM
Target sequence (P35462 whole entry, looked up): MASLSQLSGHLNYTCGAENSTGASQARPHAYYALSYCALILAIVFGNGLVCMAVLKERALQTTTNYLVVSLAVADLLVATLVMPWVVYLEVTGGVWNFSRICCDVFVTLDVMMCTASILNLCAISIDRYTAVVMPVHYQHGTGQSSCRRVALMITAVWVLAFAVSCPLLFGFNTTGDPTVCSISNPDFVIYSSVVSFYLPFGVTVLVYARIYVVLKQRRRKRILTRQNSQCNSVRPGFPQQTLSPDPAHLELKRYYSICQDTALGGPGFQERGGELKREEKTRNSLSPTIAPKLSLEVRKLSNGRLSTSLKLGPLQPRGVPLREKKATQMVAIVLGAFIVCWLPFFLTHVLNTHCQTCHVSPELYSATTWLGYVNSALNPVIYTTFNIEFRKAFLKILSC
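Agonist-mode cell screen: cells plated at 1500/well and incubated overnight at 37 °C, then exposed to library compounds for 90 min at 37 °C. Detection reagent was added for 30–60 min at room temperature, and luminescence was read.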
KB-V1 cytotox: KB-V1 MDR subline cytotoxicity | actives 3.4% (n = 400,000) | AID 1347076 | Potency, µM (doses to about 46.1 µM), without a hit: at the top dose activity change, negative = cytotoxicity, most hits filed as cytotoxic | KB-V1 MDR cells viability, CellTiter-Glo, 72 h; further: potency means the concentration at half of the fitted maximal effect; on the % scale 0 is the no-effect control and ±100 the full control effect; nearly all actives have a fitted effect of over 60% in size
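KB-V1, DMEM (no phenol red) + 10% FBS; cpd pin-transferred, titration series; 72 h, 37 degrees C; CellTiter-Glo, luminescence. Data normalized, curve-fit.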
GLP1R cytotox: cytotoxic in the GLP-1 receptor inverse agonist counter-screen | actives 0.13% (n = 410,000) | HEK293 cAMP-luciferase reporter cells, luminescence, 24 h | Potency, µM (series often up to 38.3 µM), for inactives: at the top dose activity change, negative = inhibition, most hits filed as inhibitors;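 further: loss of luciferase light is scored as toxicity; potency means the concentration at half of the fitted maximal effect; on the % scale 0 is the no-effect control and ±100 the full control effect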
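1536-well qHTS counterscreen of the MLSMR; 200 cells/uL, 12 h pre-incubation, 23 nL cpd, 24 h at 37 deg C 5% CO2, luciferase detection reagent, 12 min RT, luminescence. Inhibition = undesired.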
MCF10A rereplic: induces DNA re-replication in MCF 10a normal breast cells; MCF 10A DNA re-replication, Hoechst nuclear intensity, 48 h; Potency, µM (doses to about 46.1 µM), for inactives: top-dose activity, positive = re-replication, most hits filed as activators; actives 2.9% (n = 350,000); further: potency means the concentration at half of the fitted maximal effect; % of control where 0% means no effect; nearly all actives have a fitted effect of over 50% in size
The depositor's hits bear a star; i = inactive; ? = inconclusive; . = not tested or not shown; & = joins results of further samples; [ ] = remark or other dose. Unless noted, the call rests on the fitted dose curve; in most records, active means well fitted curve in the direction sought with a large enough effect; inconclusive means small, poorly fitted or top-dose-only effect, or another doubt; inactive means no such curve, though single readings can be large; an effect the other way counts as inactive or inconclusive.

SMILES	KB-3-1 cytotox	HT1080NT lethal	IL-1B inflam inh	SW480 rereplic	HT1080 IDH1KD tx	DRD3 agonist	KB-V1 cytotox	GLP1R cytotox	MCF10A rereplic
O=C(c1cc(C2CC2)nn1-c1ccccc1)N1CCN(c2ccccn2)CC1	7%	4%	-63*	1%	-1%	-16	?	-2%	-2%
COc1cc(OC)c(C(=O)CCCN2CCCC2)c(OC)c1	-18%	1%	-8	-1%	-4%	-35&-3	-16%	7%	?
CCOC(=O)CC(=O)NC(CC(=O)OC)c1ccc(C(C)C)cc1 (stereo not drawn)	-22%	0%	25	-43%[inhibitor]	0%	-12	2%	2%	?
Cc1ccc(O)c(-c2cc(C(=O)Nc3cccnc3)[nH]n2)c1	-10%	0%	?	?	-17%	0	-5%	4%	?
Cc1cccc(C(c2sc3nc(-c4ccco4)nn3c2O)N2CCOCC2)c1 (stereo not drawn)	-1%	.	.	.	.	4	?	2%	.
Cc1cc(C)n(-c2nc3ccccc3c(=O)n2OCC#N)n1	?	-16%	-96*	16µM*	?	-10	?	?	?
CN(C)c1ccc(-c2nn3c(-c4cccnc4)nnc3s2)cc1	13%	17%	-14	4%	9%	4	?	-12%	-10%
O=C1C(=O)N(CC2CCCO2)C(c2ccco2)/C1=C(/O)c1ccc(F)cc1 (stereo not drawn)	-3%	12%	-8	-2%	20%	-1	-2%	7%	1%
COc1ccc(CNC(=O)C2CCN(C(=O)c3ccccc3)CC2)cc1	2%	3%	0	2%	4%	3	19%	4%	-2%
CCSS(=O)(=O)c1cccc2cccnc12	2%	33µM*	.	?	?	9	-8%	?	?
CC1CCCN(C(=O)CSc2nnc(-c3cccnc3)n2C2CCCCC2)C1 (stereo not drawn)	4%	-4%	-1	-5%	9%	8	-6%	2%	-1%
CC(=O)Nc1ccc(S(=O)(=O)N(C)CC(=O)N/N=C/c2cccs2)cc1	-7%	1%	-8	2%	3%	-7	0%	-2%	-6%
CCOc1ccc(/C=C(/NC(=O)c2ccccc2Cl)C(=O)O)cc1	0%	8%	-5	-8%	17%	-2	4%	20%	1%
CC(NC(=O)c1ccccc1NC(=O)c1ccccc1)C(=O)N1CCOCC1 (stereo not drawn)	6%	3%	-8	-2%	7%	1	6%	-9%	6%
O=C(Cn1ncc2c3ccccc3n(Cc3ccc(Cl)cc3)c2c1=O)NCc1ccccn1	12%	.	.	.	.	5	-8%	0%	.
CSc1ncccc1C(=O)Nc1ccccc1N1CCOCC1	-1%	6%	26	-11%	-5%	2	21µM*	3%	1%
CC1(C)Cc2nc(N3CCOCC3)c(C#N)cc2CO1	11%	1%	11	-11%	-2%	3	-30%	14%	7%
CC(C)(C)c1ccc(/C=N/NC(=O)CN2CCS(=O)(=O)CC2)cc1	21%	8%	0	3%	-3%	8	?	-2%	5%
O=C(O)CC12CC3CC(C1)CC(n1ncc(NCc4ccco4)c(Cl)c1=O)(C3)C2	-1%	9%	-5	-1%	19%	7	7%	3%	-6%
Cc1cccc(-c2sc(Nc3ccccc3)n[n+]2-c2ccccc2)c1	-2%	-6%	-15	-18%	-12%	1	-8%	0%	-7%
CCC(C)NC(=O)CN1C(=O)COc2ccc(S(=O)(=O)N3CCOCC3)cc21 (stereo not drawn)	?	1%	-2	?	3%	4&-7	15%&-23%	0%&0%	-1%
NC(=O)c1ccc(-n2nnnc2SCC(=O)Nc2ccccc2-c2ccccc2)cc1	3%	-7%	-1	-6%	-1%	1	7%	0%	?
Cc1nn(C(C)C(=O)NCCN2CCCCCC2)c(=O)c2nn(-c3ccccc3)c(C)c12 (stereo not drawn)	0%	2%	-5	0%	-3%	-13	16%	9%	3%
Cc1ccc(S(=O)(=O)c2nnn3c2nc(N2CCCCC2)c2ccccc23)cc1	-2%	12%	21	-3%	6%	-1	?	-15%	6%
COc1cccc(CNc2nc3cc(-c4cccc(Cl)c4)sc3c(=O)n2C)c1	-1%	-3%	30	.	5%	2	-13%	-8%	.
COc1ccc2c(c1)Cc1sc(NC(=O)c3cccs3)nc1-2	10%	?	-13	1%	0%	6	-4%	-2%	-180%[0.0737 µM]
Cc1ccc(-c2nnc(OCc3cccnc3)c3ccccc23)cc1	-12%	-15%	-83*	-5%	-1%	1	16µM*	-9%	-4%
Cc1cc(-c2ccccc2)nc2[nH]n(-c3ccccc3)c(=O)c12	14%	-5%	-20	-7%	-1%	-7	-11%	-19%	3%
Cc1nc(-c2ccccn2)nc(N(C)c2ccccc2)c1Cl	-12%	-7%	-2	-6%	0%	-9	5%	?	3%
Cc1cc(C)c(S(=O)(=O)c2cccc(Br)c2C)c(=O)[nH]1	1%	-13%	-14	-2%	1%	11	?	-6%	-7%
CC(C)CCOC(=O)C1C2C=CC3(CN(Cc4cccs4)C(=O)C13)O2 (stereo not drawn)	-4%	34%	14	1%	6%	2	8%	1%	-2%
COc1ccc(N(CC(=O)Nc2cccc(OC)c2)S(=O)(=O)c2c(C)nn(C)c2C)cc1	-3%	2%	-13	3%	-10%	-1	-23%	?	9%
COc1cc(/C=C/C(=O)N2CC(C)OC(C)C2)cc(OC)c1OC (stereo not drawn)	0%	16%	34	-4%[9.22 µM]	-2%	-16	-14%	3%	-2%
O=C(CN1C(=O)NC2(CCCC2)C1=O)N1CCN(S(=O)(=O)c2ccccc2Br)CC1	14%	-6%	-4	-5%	-7%	6	19%	-11%	10%
O=C(NCCc1cn[nH]c1)c1ccc2oc(CCc3ccccc3)nc2c1	-2%	-1%	10	.	-8%	2	0%	-11%	.
Cc1ccc2nc(Cc3ccc(N)cc3)[nH]c2c1	4%	6%	-2	0%	3%	-4	-8%	12%	-6%
CCOc1cc(N2CCOCC2)c(OCC)cc1NC(=O)Cc1cccc(OC)c1	9%	12%	-1	-1%	6%	9	-3%	-2%	10%
COc1cccc(NC(=O)COC(=O)CC2CC3CCC2C3)c1 (stereo not drawn)	-17%	-9%	-1	5%	?	3	-1%	7%	?
Cc1ccc(S(=O)(=O)N(C)CCCC(=O)N2CCCCC2)cc1	-13%	-4%	12	-1%	-5%	-2	-22%	1%	8%
Cc1ccc(C(=O)CSc2nnc(CNc3nc(-c4ccccc4)cs3)n2C)cc1	-20%	-26%	-10	1%	-22%	5	-3%	-3%	12%
O=C(CSc1nccn1Cc1ccccc1)Nc1nc2ccccc2s1	-9%	.	.	.	.	-11	0%	-1%	.
CCOC(=O)c1c(NC(=O)C2CC(Cl)=CCC2C(=O)O)sc2c1CC(C)(C)OC2 (stereo not drawn)	11%	-1%	54	1%	13%	4	-22%	9%	2%
CCOc1ccc(OCc2ccc(C(=O)Nc3cc(OC)c(OC)c(OC)c3)o2)cc1	2%	.	.	.	.	15	?	-11%	.
C/C(=N\Nc1ncc(Cl)cc1Cl)c1ccc(OC(F)F)cc1	2%	9%	?	-6%	0%	4	?	18%[1.53 µM]	1%
O=C(CN1CCN(c2ccc(F)cc2)CC1)Nc1ccccc1Br	6%	1%	-16	-1%	-6%	9	-5%	-1%	17%
O=C(O)CC(NC(=O)Cc1ccccc1)c1cc([N+](=O)[O-])ccc1Cl (stereo not drawn)	6%	2%	15	-46%[inhibitor]	12%	2	31%	-4%	2%
NC(=O)[C@@H]1CCCN1Cc1c(C(=O)N2CCN(C3CCCCC3)CC2)nc2ccccn12	-13%	3%	i	-7%	26%	-1	7%	61%[activator]	-7%
Cc1c(C(=O)Cc2ccccc2)n(C)c2ccccc12	-12%	-2%	14	-4%	11%	0	-11%	-1%[0.307 µM]	-3%
COc1ccc(Cn2c(CO)cnc2SCc2ccccc2)cc1	-10%	.	.	.	.	2	-4%	-11%	.

Entries shown so far with a Cl atom (8):
SMILES	KB-3-1 cytotox	HT1080NT lethal	IL-1B inflam inh	SW480 rereplic	HT1080 IDH1KD tx	DRD3 agonist	KB-V1 cytotox	GLP1R cytotox	MCF10A rereplic
CCOc1ccc(/C=C(/NC(=O)c2ccccc2Cl)C(=O)O)cc1	0%	8%	-5	-8%	17%	-2	4%	20%	1%
O=C(Cn1ncc2c3ccccc3n(Cc3ccc(Cl)cc3)c2c1=O)NCc1ccccn1	12%	.	.	.	.	5	-8%	0%	.
O=C(O)CC12CC3CC(C1)CC(n1ncc(NCc4ccco4)c(Cl)c1=O)(C3)C2	-1%	9%	-5	-1%	19%	7	7%	3%	-6%
COc1cccc(CNc2nc3cc(-c4cccc(Cl)c4)sc3c(=O)n2C)c1	-1%	-3%	30	.	5%	2	-13%	-8%	.
Cc1nc(-c2ccccn2)nc(N(C)c2ccccc2)c1Cl	-12%	-7%	-2	-6%	0%	-9	5%	?	3%
CCOC(=O)c1c(NC(=O)C2CC(Cl)=CCC2C(=O)O)sc2c1CC(C)(C)OC2 (stereo not drawn)	11%	-1%	54	1%	13%	4	-22%	9%	2%
C/C(=N\Nc1ncc(Cl)cc1Cl)c1ccc(OC(F)F)cc1	2%	9%	?	-6%	0%	4	?	18%[1.53 µM]	1%
O=C(O)CC(NC(=O)Cc1ccccc1)c1cc([N+](=O)[O-])ccc1Cl (stereo not drawn)	6%	2%	15	-46%[inhibitor]	12%	2	31%	-4%	2%
